# Candida biofilm: kills Candida albicans biofilms. C. albicans biofilm + clotrimazole, Alamar Blue. inhibition, % at 6 µM. 0.14% of 85,000 active;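 active means inhibition above 20%; inactive means inhibition below 20%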;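 further: preformed 24 hr biofilms exposed to compound for 48 hr; 0% = biofilm without compound and 100% = blank killed by clotrimazole plus chlorhexidine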
# DAT uptake mod: changed human dopamine transporter uptake under cocaine IC80 | Q01959 | LLC-PK1 hDAT cells, [14C]-dopamine uptake with cocaine IC80; actives deviate in either direction | B-score at 10 µM | 1.3% of 110,000 active;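 active means Z score or B-score, a plate-position-corrected score, falls beyond the plate's 99.7% confidence bounds, in either direction; inactive means both scores lie inside the 99.7% bounds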;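 further: scored against the spread of the other compound wells on the same plate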
# Target sequence (Q01959 whole entry, looked up): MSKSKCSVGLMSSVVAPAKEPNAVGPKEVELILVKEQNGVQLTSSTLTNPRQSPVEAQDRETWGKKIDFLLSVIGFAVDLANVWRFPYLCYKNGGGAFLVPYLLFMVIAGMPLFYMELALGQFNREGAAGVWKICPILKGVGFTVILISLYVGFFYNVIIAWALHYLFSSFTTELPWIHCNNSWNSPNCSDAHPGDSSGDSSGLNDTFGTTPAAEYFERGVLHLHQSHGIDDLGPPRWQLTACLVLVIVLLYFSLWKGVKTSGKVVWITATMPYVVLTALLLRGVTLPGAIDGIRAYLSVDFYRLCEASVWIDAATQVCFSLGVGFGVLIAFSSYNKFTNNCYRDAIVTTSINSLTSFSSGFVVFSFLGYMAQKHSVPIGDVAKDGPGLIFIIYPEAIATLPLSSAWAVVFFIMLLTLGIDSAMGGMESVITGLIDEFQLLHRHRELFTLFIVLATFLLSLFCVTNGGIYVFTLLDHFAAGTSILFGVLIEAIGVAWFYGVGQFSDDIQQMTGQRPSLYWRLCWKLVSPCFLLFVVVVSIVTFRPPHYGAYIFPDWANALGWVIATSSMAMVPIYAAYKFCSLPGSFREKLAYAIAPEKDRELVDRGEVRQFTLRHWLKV
# VCAM1 TNFa inh: reduces TNF alpha induced VCAM1 expression in HUVEC; inhibition, % at 2 µM; 0.48% of 95,000 active; AID 802; HUVEC TNFa-induced VCAM-1 immunofluorescence, high-content imaging;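 active means inhibition above the batch mean plus 3 SD, with images confirmed as a hit by eye, cut at about 37% in these data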;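 further: 0% = TNF-stimulated DMSO wells and 100% = unstimulated control wells; not every result past the cut was called active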
# Smad3 inh: blocks human Smad3 binding to FoxH1 peptide; 0.29% of 88,000 active; P84022; TR-FRET Smad3/Dy647-FoxH1 peptide binding, europium anti-His; AID 630; inhibition, % at 25 µM;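 active means compounds that reduce the energy-transfer binding signal between the protein and its labelled peptide by more than half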;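 further: 0% = Smad3 plus labelled peptide maximal FRET and 100% = peptide-only background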
# Target sequence (P84022 whole entry, looked up): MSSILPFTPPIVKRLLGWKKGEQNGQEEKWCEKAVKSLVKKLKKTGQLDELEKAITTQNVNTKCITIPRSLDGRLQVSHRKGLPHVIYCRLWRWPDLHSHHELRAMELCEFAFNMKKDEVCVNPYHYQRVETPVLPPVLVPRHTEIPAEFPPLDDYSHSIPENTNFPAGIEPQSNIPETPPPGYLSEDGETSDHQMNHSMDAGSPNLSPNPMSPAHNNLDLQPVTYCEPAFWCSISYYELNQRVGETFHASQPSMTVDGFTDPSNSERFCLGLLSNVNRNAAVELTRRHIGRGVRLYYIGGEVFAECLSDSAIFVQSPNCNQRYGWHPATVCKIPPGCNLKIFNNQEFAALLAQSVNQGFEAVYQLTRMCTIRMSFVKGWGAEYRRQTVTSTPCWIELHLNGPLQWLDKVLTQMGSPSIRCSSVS
# IL1B cytotox: toxic to HUVEC cells under IL-1B stimulation; HUVEC cell count loss, Hoechst imaging, IL-1B stimulated; cell count reduction, % at 2 µM; 0.41% of 94,000 active; AID 845;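 active means cell count reduction more than 3 SD above the screen-wide mean, cut at about 70% in these data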;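 further: normalized per plate to untreated control cells as the no-loss baseline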
# cytoskel mod: alters cytoskeleton assembly in HUVEC cells | 0.18% of 91,000 active | AID 836 | HUVEC TNFa F-actin phalloidin imaging, high content | inhibition, % at 2 µM;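 active means inhibition above the batch mean plus 3 SD and confirmed as a hit by visual image inspection, cut at about 30% in these data, passing the limit was not always enough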; further: strong numbers were not always called active
# TNFa cytotox: toxic to HUVEC cells under TNF alpha stimulation; 0.17% of 93,000 active; cell count reduction, % at 2 µM; HUVEC TNFalpha-stimulated, Hoechst cell count, imaging;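 active means cell count reduction exceeding the screen mean by over 5 SD, scaled to untreated wells per plate, cut at about 78% in these data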;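 further: cells counted after 24 h of TNF alpha exposure following the 1 h pretreatment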
# MT1-MMP txn act: MT1-MMP promoter transcription activation; activation factor at 10 µM; HT1080 MT1-MMP promoter luciferase reporter, luminescence, overnight; hits give high values; AID 750; 0.16% of 86,000 active;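 active means activation factor of at least 2 for MT1-MMP transcription at 10 µM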
# PTPN22 inh 2: inhibitors of human LYP (PTPN22) phosphatase | Q9Y2R2 | recombinant LYP catalytic domain, DiFMUP fluorescence | inhibition, % at 2 µM | 0.21% of 96,000 active | AID 640;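 active means inhibition at 2 µM at or above a set limit, the screen mean plus 3 SD, cut at about 24% in these data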;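 further: 0% = DMSO with enzyme and 100% = enzyme fully blocked by orthovanadate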
# * marks the source's active call; other numbers are inactive results; nt = not tested or not shown; [ ] = another dose, or the depositor's remark. This is a subset; rates above refer to the full screens.
SMILES	PTPN22 inh 2	DAT uptake mod	VCAM1 TNFa inh	TNFa cytotox	IL1B cytotox	MT1-MMP txn act	cytoskel mod	Smad3 inh	Candida biofilm
CCC(C)NC(=O)C1CCC(=O)N(c2cc(OC)c(OC)c(OC)c2)C1c1ccc(OC)cc1 (stereo unspecified)	15	-0.69	3	-19	-13	1	-14	-2	2
COc1ccc(NC(=O)CN(Cc2ccccc2)S(C)(=O)=O)cc1	5	2.1	-9	-14	-4	1.1	0	-4	2
COc1ccc(NC(=O)CSc2nnc(C3CCCCC3)n2-c2ccccc2)cc1	11	0.18	15	-1	55	1.1	-13	-2	8
Cc1nnc(SCCOC(N)=O)n1C	nt	-1.1	nt	nt	nt	1.1	nt	1	0
COc1ccc2oc(C)c(NC(C)=O)c2c1	-33	-0.75	0	-31	-4	1.1	6	2	8
O=C(CSc1nnc(-c2cccs2)n1-c1ccccc1)N1CCOCC1	4	1.3	4	-10	-48	1.1	12	3	8
CSc1nc(-c2ccco2)nn1S(C)(=O)=O	0	0.22	6	-12	4	1.1	-13	-13	nt
O=C(Cn1cnc2c(cnn2-c2ccc(F)cc2)c1=O)N1CCCc2ccccc21	-15	0.5	5	-1	-12	1.1	6	8	6
O=C(Nc1ccccc1N1CCCCC1)c1ccco1	4	-0.2	-1	1	-14	1.2	0	-2	4
O=C(O)CCCC(=O)N1CCN(c2nc(-c3ccccc3)c3ccccc3n2)CC1	-4	-1.5	1	3	5	1.1	-8	-2	5
CC(C)NC(=O)CSc1ccccc1C(=O)NCc1ccc2c(c1)OCO2	2	0.28	7	-15	5	nt	14	-6	10
Cc1cc(C)nc(Sc2nc(C)nc3c2oc2ccccc23)n1	-15	0.88	8	-62	13	1.3	15	nt	nt
Cc1ccoc1C(=O)Nc1ccc(CC(=O)O)cc1	-2	0.31	-13	18	26	nt	-14	-2	-3
OC(CC1CC12c1ccccc1-c1ncccc12)(c1ccccc1)c1ccccc1 (stereo unspecified)	-7	0.051	-12	-18	11	1.1	-18	-5	5
Cc1cc(C)nc(SCc2cccc(C(=O)O)c2)n1	2	0.34	3	-39	-11	1	5	8	5
COc1ccc(N2C(=O)CSC23CCC(C(C)(C)C)CC3)cc1 (stereo unspecified)	7	-0.51	0	-18	4	1.2	8	5	-1
CN(c1ccccc1C(=O)N1CCCC1)S(C)(=O)=O	5	-0.79	-3	5	4	0.9	-11	5	8
CC(C)C(=O)Nc1ccc(-c2nc3cccnc3o2)cc1	9	-0.68	nt	nt	21	nt	nt	-12[fluorescence artefact?]	-3
O=c1cc(-c2ccco2)nc(-c2cccs2)o1	-2	-0.94	6	-8	nt	1	5	4	5
CCOc1ccc(N=C2NC(=O)S/C2=C\c2ccc(O)cc2)cc1	-3	0.21	-29	0	-11	1.1	-6	-8	-4

# Gathered by group: those above containing four or more nitrogen atoms (six)
SMILES	PTPN22 inh 2	DAT uptake mod	VCAM1 TNFa inh	TNFa cytotox	IL1B cytotox	MT1-MMP txn act	cytoskel mod	Smad3 inh	Candida biofilm
COc1ccc(NC(=O)CSc2nnc(C3CCCCC3)n2-c2ccccc2)cc1	11	0.18	15	-1	55	1.1	-13	-2	8
Cc1nnc(SCCOC(N)=O)n1C	nt	-1.1	nt	nt	nt	1.1	nt	1	0
O=C(CSc1nnc(-c2cccs2)n1-c1ccccc1)N1CCOCC1	4	1.3	4	-10	-48	1.1	12	3	8
O=C(Cn1cnc2c(cnn2-c2ccc(F)cc2)c1=O)N1CCCc2ccccc21	-15	0.5	5	-1	-12	1.1	6	8	6
O=C(O)CCCC(=O)N1CCN(c2nc(-c3ccccc3)c3ccccc3n2)CC1	-4	-1.5	1	3	5	1.1	-8	-2	5
Cc1cc(C)nc(Sc2nc(C)nc3c2oc2ccccc23)n1	-15	0.88	8	-62	13	1.3	15	nt	nt

# (continued)
SMILES	PTPN22 inh 2	DAT uptake mod	VCAM1 TNFa inh	TNFa cytotox	IL1B cytotox	MT1-MMP txn act	cytoskel mod	Smad3 inh	Candida biofilm
CN(CC(=O)NCCc1ccccc1)S(=O)(=O)c1cccs1	0	-0.025	25	-27	-19	1.3	-11	-2	1
CCOC(=O)C1CCN(S(=O)(=O)c2cccc(-c3cn4cccc(C)c4n3)c2)CC1	1	-1.8	-6	-11	-6	1	-8	-10	1
CCCn1c(SCC(=O)c2cc(OC)ccc2OC)nnc1-c1ccco1	2	-0.037	2	-21	-17	0.9	4	6	7
Cn1c(=O)c2c(nc(CN3CCN(c4ccccc4F)CC3)n2CCCc2ccccc2)n(C)c1=O	-2	1.2	nt	nt	-28	1.2	nt	6[fluorescence artefact?]	3
CCOc1ccc(C(F)(F)F)cc1NC(=O)c1ccc(OC)c([N+](=O)[O-])c1	-6	0.26	10	3	50	nt	4	nt	nt
COc1ccc(C2(CNC(=O)c3ccc(OC)c([N+](=O)[O-])c3)CCOCC2)cc1OC	11	0.37	-5	-5	-24	nt	41	nt	nt
COCCNc1oc(-c2ccc(Cl)cc2)nc1C#N	3	0.53	-4	-15	-4	1.4	-14	-2	-2
NCCCCCc1nnc(SCC(=O)Nc2cccc(Cl)c2)o1	-16	-0.36	8	-33	-12	1.2	15	11	9
CCCc1nc2ccccc2n1CCOC	-24	0.0082	11	-14	5	nt	2	1	14
Cn1cc(S(=O)(=O)N2CCN(c3ccccc3)CC2)c(=O)n(C)c1=O	-1	-0.71	-1	12	-4	nt	1	-7	0
c1ccc(CSc2nnc([C@@H]3CCCN3)o2)cc1	-2	-0.81	-4	1	2	1.2	-13	1	13
CC1CN(C(=O)N[C@@H](Cc2ccccc2)C(=O)O)CC(C)O1 (stereo partly specified)	2	-0.24	0	-1	26	1	26	4	7
O=C(CSc1ncnc2c1oc1ccccc12)c1cccs1	4	nt	1	-18	-4	1.6	4	1[fluorescence artefact?]	4
CCCc1cc(=O)[nH]c(SCc2cccc(C)c2)n1	-24	0.77	-1	-9	-5	1.2	nt	-4	-1
CCOc1ccccc1-c1n[nH]c(=S)o1	-2	-0.79	4	3	-9	1.3	-8	0[fluorescence artefact?]	9
O=C(Cc1ccc2c(c1)OCCO2)c1c(O)cc(O)cc1O	-9	1.8	9	-50	-20	1.5	-4	13[fluorescence artefact?]	7
O=C(CSCc1c(Cl)cccc1Cl)Nc1ccc2c(c1)OCO2	9	2	-2	-18	-8	1.2	5	6	-4
CCOc1ccc(CC2c3cc(OCC)c(OCC)cc3CCN2C(=O)c2cc(OC)c(OC)c(OC)c2)cc1OCC (stereo unspecified)	-5	-0.33	12	-4	-1	nt	-8	nt	nt
COc1cc(-c2noc(C3CCCN(S(=O)(=O)c4cccc(Cl)c4)C3)n2)cc(OC)c1OC (stereo unspecified)	1	1.3	13	-22	26	1	19	1	10
COc1ccccc1Cn1nnc2c(=O)[nH]c(C3CCN(C(=O)c4ccc(F)cc4)CC3)nc21	-14	2	-7	-11	13	1	13	3	6

SMILES	PTPN22 inh 2	DAT uptake mod	VCAM1 TNFa inh	TNFa cytotox	IL1B cytotox	MT1-MMP txn act	cytoskel mod	Smad3 inh	Candida biofilm
Cc1cc(C)c2cc(CN(CCO)Cc3nnnn3Cc3ccc(F)cc3)c(=O)[nH]c2c1	-2	2.5	-1	-17	-53	1.1	nt	1	11
O=C(NCCCN1CCCC1)C1CCC(=O)N1C1CCCCC1 (stereo unspecified)	-5	0.27	3	-42	-6	1.2	-32	4	9
O=C(Cn1cnc2c(nnn2-c2cccc(Cl)c2)c1=O)N1CCOCC1	nt	-0.7	nt	nt	nt	1	nt	-4	-1
O=C(O)CSCC(=O)Nc1ccc(S(=O)(=O)N2CCCCC2)cc1	3	0.74	10	-19	-2	1.2	-12	11	6
CCOC(=O)c1c(NC(=O)CN2CCOCC2)sc2c1CC(C)(C)OC2	-5	0.99	9	-12	-25	1	9	3	-2
Cc1ccc(N(CC(=O)Nc2ccc(C)cc2C)S(=O)(=O)N2CCCC2)cc1	-6	0.13	24	-19	16	1.2	6	2	4
CCn1cc(C2=NOC(C(=O)Nc3ccccc3C(=O)OC)C2)c(C)n1 (stereo unspecified)	10	-0.61	-6	8	13	1.2	-8	10	5
COc1cccc(Nc2ncc(C(=O)O)c3ccccc23)c1	-7	1	10	-5	15	1.3	10	12	-1
Cc1ccccc1OCC(=O)NCCN(C)C	-8	0.1	0	-2	-16	1	10	-4	-2
Cc1cnc(-c2nnc(N(C)C(=O)C3CCCO3)s2)cn1 (stereo unspecified)	1	0.17	9	-23	-38	1.1	9	2	8
Cc1ccc(-c2nnn(CC(=O)N(Cc3cccs3)C(C(=O)NC(C)(C)C)c3ccc(C)o3)n2)o1 (stereo unspecified)	7	-0.51	3	-2	-18	1	1	-2	4
O=C(NCC1CCNCC1)c1ccncc1	-22	0.33	14	6	4	1	1	2	4
Cc1ccc(CNC(=O)C2CCCCC2C(=O)O)cc1 (stereo unspecified)	-13	0.011	2	14	2	1	7	-2	11
CN(CC(=O)NC1CCCCC1)S(=O)(=O)c1ccc(Cl)cc1	8	-0.1	18	-11	-20	1.1	-1	10[fluorescence artefact?]	7
O=C(CN1c2ccccc2Sc2ccccc21)NNC(=S)Nc1ccc(Cl)cc1Cl	11	nt	-6	3	12	nt	-11	nt	nt
Cc1cc(C)nc(N(C#N)CCOc2ccccc2)n1	1	0.4	16	7	-39	1.1	-14	-3	7
Cc1cccc(-c2nc(CS(=O)CC(=O)N3CCN(C)CC3)c(C)o2)c1 (stereo unspecified)	nt	1.2	nt	nt	nt	1.1	nt	-9	14
O=C(NCC(c1cccnc1)N1CCN(c2ccccc2)CC1)c1ccco1 (stereo unspecified)	4	1.9	-12	-13	-48	1.3	-6	13	8
CCOC(=O)CSC(C)C(=O)Nc1nnc(C(C)C)s1 (stereo unspecified)	nt	0.95	nt	nt	nt	1.1	nt	-6	7
CC(C)[C@H](NC(=O)OC(C)(C)C)c1nnc(SCC(=O)Nc2ccc(Br)cc2)o1	2	-0.41	19	-12	9	1	-23	2	3

SMILES	PTPN22 inh 2	DAT uptake mod	VCAM1 TNFa inh	TNFa cytotox	IL1B cytotox	MT1-MMP txn act	cytoskel mod	Smad3 inh	Candida biofilm
CCN(CC)S(=O)(=O)c1ccc(OCC(=O)NCc2ccccc2)cc1	0	1.2	-4	-13	-26	1.1	6	-16	-4
CCCCCC(=O)Nc1cccc(-c2nc3ncccc3o2)c1	1	0.92	-10	-3	-150	1.1	-17	-6	6
CCCNC(=O)c1ccc2c(c1)C1C3CCC(C3)C1C(c1ccccc1)N2 (stereo unspecified)	1	2	2	-16	-8	nt	5	nt	nt
CCOc1ccc2c(c1)sc1nc(C(=O)OC)cc(=O)n12	-2	-1.9	11	13	-2	1.2	-12	-3	6
C=CCNC(=O)CN(c1ccccc1OCC)S(=O)(=O)c1ccc(C)cc1	5	1.3	-20	-2	-6	1.2	-5	13	0
COc1ccc(C(CC(=O)O)NS(=O)(=O)c2ccc(C)cc2)cc1 (stereo unspecified)	-10	0.31	-2	-13	-1	1	2	2	3

# Among those listed so far, 4 contain an NH in an aromatic ring.
SMILES	PTPN22 inh 2	DAT uptake mod	VCAM1 TNFa inh	TNFa cytotox	IL1B cytotox	MT1-MMP txn act	cytoskel mod	Smad3 inh	Candida biofilm
CCCc1cc(=O)[nH]c(SCc2cccc(C)c2)n1	-24	0.77	-1	-9	-5	1.2	nt	-4	-1
CCOc1ccccc1-c1n[nH]c(=S)o1	-2	-0.79	4	3	-9	1.3	-8	0[fluorescence artefact?]	9
COc1ccccc1Cn1nnc2c(=O)[nH]c(C3CCN(C(=O)c4ccc(F)cc4)CC3)nc21	-14	2	-7	-11	13	1	13	3	6
Cc1cc(C)c2cc(CN(CCO)Cc3nnnn3Cc3ccc(F)cc3)c(=O)[nH]c2c1	-2	2.5	-1	-17	-53	1.1	nt	1	11
